# Source: PubChem (National Center for Advancing Translational Sciences (NCATS))
# RORg inh = qHTS for inhibitors of ROR gamma transcriptional activity; Nuclear receptor ROR-gamma (Mus musculus), P51450; Drosophila S2 Gal4-RORgamma UAS-luciferase reporter, 20 h; Potency, µM (top dose mostly 53.6 µM), inactives show at the top dose activity change, negative = inhibition, hits mostly inhibitors; actives 5.4% (n = 310,000); AID 2551, 2010; note: % is set by controls: 0 for no effect and ±100 for the full control effect; nearly all actives have a fitted effect of over 60% in size
# Target sequence (P51450 whole entry, looked up, the tested form may be a part): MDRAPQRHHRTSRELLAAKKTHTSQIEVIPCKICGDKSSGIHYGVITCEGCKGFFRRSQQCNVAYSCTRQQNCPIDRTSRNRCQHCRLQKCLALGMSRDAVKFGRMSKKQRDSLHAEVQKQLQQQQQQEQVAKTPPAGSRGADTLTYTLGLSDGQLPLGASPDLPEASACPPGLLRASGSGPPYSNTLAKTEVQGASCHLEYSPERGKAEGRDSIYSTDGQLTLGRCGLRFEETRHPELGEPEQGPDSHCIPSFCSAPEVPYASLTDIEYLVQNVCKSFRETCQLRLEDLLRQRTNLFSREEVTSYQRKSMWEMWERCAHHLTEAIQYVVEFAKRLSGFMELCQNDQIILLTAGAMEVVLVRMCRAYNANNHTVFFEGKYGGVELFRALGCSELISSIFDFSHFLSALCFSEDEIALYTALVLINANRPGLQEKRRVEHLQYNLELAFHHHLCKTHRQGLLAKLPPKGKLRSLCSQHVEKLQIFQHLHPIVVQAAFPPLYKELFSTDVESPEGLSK
#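 Stable Schneider cell line, Gal4 DNA-binding domain fused to ROR gamma, UAS-luciferase. Cmpd 1 hr RT → CuSO4 700 uM final → 20 hr RT → luciferase reagent 10 min → luminescence.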
# MBNL1 CUG block = qHTS Assay for Inhibitors of MBNL1-poly(CUG) RNA binding; Muscleblind-like protein 1 (Homo sapiens), Q9NR56; TR-FRET MBNL1-His/biotin-(CUG)12 binding, 665/545 ratio; Potency, µM (top dose mostly 57.5 µM), for inactives: at the top dose activity change, negative = inhibition, hits mostly inhibitors; actives 0.036% (n = 280,000); AID 2675, 2010; active = well fitted inhibition curve with a large enough effect in the signal ratio, with a control signal flat, not every such curve was filed as active; inconclusive = small, poorly fitted or top-dose-only effect, or effect the other way, or a change in a side signal; inactive = no such curve, though single readings can be large or run the other way; the % refers to the signal ratio; note: % is set by controls: 0 for no effect and ±100 for the full control effect
#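 TR-FRET between His-tagged MBNL1 and biotin-(CUG)12 RNA, detected with Tb anti-His antibody (0.055 ng/ul) and streptavidin-XL665 (5 nM), 60 min at room temperature. Compounds titrated 92 nM to 58 uM; 665/545 nm ratio normalized to buffer and complex controls.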
# Rab9 prom act = qHTS Assay for Rab9 Promoter Activators; actives 2.8% (n = 320,000); Potency, µM (highest dose often 9.22 µM), inactives show top-dose activation, negative = inhibition, hits mostly activators; Huh7 Rab9 promoter-luciferase reporter, luminescence, 24 h; note: % of control where 0% means no effect; nearly all actives have a fitted effect of over 60% in size
#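 Luciferase signal after 10 min detection reagent at ambient indicates Rab9 promoter upregulation; stably transfected Huh7 cells were treated 24 h with compound in DMSO at 37 °C, 5% CO2.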
# VP16 counter = VP16 counterscreen qHTS for inhibitors of ROR gamma transcriptional activity; Drosophila S2 Gal4-VP16 UAS-luciferase, luminescence, 20 h; Potency, µM (series often up to 53.6 µM), for inactives: top-dose activity, negative = inhibition, hits mostly inhibitors; actives 3.5% (n = 310,000); AID 2546, 2010;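 note: Gal4-VP16 expression switched on by copper sulfate through the metallothionein promoter; % is set by controls: 0 for no effect and ±100 for the full control effect; nearly all actives have a fitted effect of over 50% in size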
# BRCA1 expr act = qHTS Assay to Identify Small Molecule Activators of BRCA1 Expression; Potency, µM (highest dose often 46.1 µM), for inactives: at the highest dose activation, hits mostly activators; MCF7-BRCA1-FFLuc reporter, luminescence, 48 h; response scale: scaled: vehicle 0%, 10 µM genistein 100%; actives 1.1% (n = 380,000); AID 624202, 2012; note: nearly all actives have a fitted effect of over 80% in size; some results filed as inactive show a strong effect at the top dose
#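 Reporter cells (MCF7, BRCA1 promoter-firefly luciferase) received library compounds across a concentration series for 48 h. End-point luminescence was measured and concentration-effect curves derived after normalization.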
# ELG1 genotox = qHTS screen for small molecules that induce genotoxicity in human embryonic kidney (HEK293T) cells expressing luciferase-tagged ELG1; HEK293T ELG1-luciferase reporter, luminescence, 16 h; actives 1.3% (n = 330,000); Potency, µM (doses to about 46 µM), without a hit: top-dose activity change, positive = activation, most hits filed as activators; note: % of control where 0% means no effect; nearly all actives have a fitted effect of over 60% in size
#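 Genotoxic stress is detected as increased luminescence from luciferase-tagged ELG1 in HEK293T cells, measured with ONE-Glo after a 16 hr treatment at 37 °C.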
# FLuc modulator = qHTS profiling assay for firefly luciferase inhibitor/activator using purifed enzyme and Km concentrations of substrates (counterscreen for miR-21 project). actives 6.9% (n = 360,000). purified FLuc, Km substrates, luminescence inhibition. Potency, µM (highest dose often 57.5 µM), inactives show top-dose activity change, negative = inhibition, most hits filed as inhibitors. AID 588342, 2011;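 note: plate controls were vehicle for no effect and reference inhibitor for full effect; nearly all actives have a fitted effect of over 55% in size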
# Target sequence (P08659 whole entry, looked up): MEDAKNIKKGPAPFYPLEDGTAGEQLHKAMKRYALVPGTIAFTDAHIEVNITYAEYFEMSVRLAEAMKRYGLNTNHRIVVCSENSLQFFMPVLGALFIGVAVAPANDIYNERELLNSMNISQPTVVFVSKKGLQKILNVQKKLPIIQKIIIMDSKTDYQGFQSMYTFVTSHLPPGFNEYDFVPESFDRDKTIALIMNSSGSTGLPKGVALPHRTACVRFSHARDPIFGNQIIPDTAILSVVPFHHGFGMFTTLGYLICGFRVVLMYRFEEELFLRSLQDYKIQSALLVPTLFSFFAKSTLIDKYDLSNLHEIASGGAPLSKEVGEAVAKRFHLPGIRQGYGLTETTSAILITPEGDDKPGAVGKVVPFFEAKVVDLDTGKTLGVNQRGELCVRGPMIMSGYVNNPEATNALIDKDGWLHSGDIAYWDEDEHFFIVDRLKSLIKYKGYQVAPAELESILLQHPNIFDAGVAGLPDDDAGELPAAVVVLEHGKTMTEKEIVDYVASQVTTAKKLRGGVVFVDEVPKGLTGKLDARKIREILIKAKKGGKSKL
#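 Purified P. pyralis luciferase, 10 nM final, with Km-level 10 uM D-luciferin and 10 uM ATP in 50 mM Tris acetate pH 7.5, 10 mM Mg acetate, 0.01% Tween-20, 0.05% BSA; 6-point qHTS titration about 60 µM downward; luminescence read.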
# NPC1 prom act = qHTS Assay for NPC1 Promoter Activators; Huh7 NPC1 promoter luciferase reporter, 24 h; Potency, µM (titrated, usually from 9.22 µM), for inactives: at the top dose activation, usual class: activators; actives 2.4% (n = 320,000); AID 485313, 2010;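 note: % of control where 0% means no effect; nearly all actives have a fitted effect of over 60% in size; reporter is driven by a mutant NPC1 promoter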
#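 Luminescence from an NPC1 promoter-driven luciferase reporter in stably transfected Huh7 cells was measured after 24 h compound treatment at 37 °C, followed by 10 min ambient incubation with luciferase detection reagent.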
# p53 reactivation = qHTS assay for re-activators of p53 using a Luc reporter. Potency, µM (top dose mostly 92.2 µM), without a hit: at the top dose activity change, positive = activation, most hits filed as activators. AID 504706, 2011. actives 0.063% (n = 320,000). H1299 p53-A138V BP100-luciferase reporter, luminescence, 24 h; note: % of control where 0% means no effect; nearly all actives have a fitted effect of over 45% in size
#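 p53-null H1299 cells stably carrying temperature-sensitive p53-A138V and a BP100-luciferase reporter were pinned with compounds (4-point, 1:5 series) and held 24 hrs at 37 deg C. Luminescence was read 10 min after detection reagent.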
# uPA surface inh = qHTS for Inhibitors of Cell Surface uPA Generation | cell surface uPA generation assay, qHTS | Potency, µM (titrated, usually from 38.3 µM), inactives show top-dose activity change, negative = inhibition, actives largely listed as inhibitors | actives 0.31% (n = 330,000) | AID 540303, 2011; active = well fitted inhibition curve with a large enough effect; inconclusive = small, poorly fitted or top-dose-only effect; inactive = no such curve, though single readings can be large or run the other way; tested in mouse RAW 264.7 cells; note: % is set by controls: 0 for no effect and ±100 for the full control effect; nearly all actives have a fitted effect of over 55% in size
# Active calls of the source: *; ? = inconclusive; nt = not tested or not shown; [ ] = remark or other dose. Unless noted, calls come from the whole dose curve; as a rule, active = well fitted curve in the direction sought with a large enough effect; inconclusive = small, poorly fitted or top-dose-only effect, or another doubt; inactive = no such curve, though single readings can be large; an effect the other way counts as inactive or inconclusive. Potency is the fitted concentration of half-maximal effect. Rows were taken by chance (roughly 13% active in at least one column).
molecule,RORg inh,MBNL1 CUG block,Rab9 prom act,VP16 counter,BRCA1 expr act,ELG1 genotox,FLuc modulator,NPC1 prom act,p53 reactivation,uPA surface inh
CCCN(CC(=O)Nc1ccccc1C)C(=O)c1ccc(=O)n(Cc2ccccc2)n1,nt,nt,-12%,nt,-4%,4%,3%,-3%,1%,7%
COc1ccc(/C=N/Nc2nc3ccccc3o2)cc1OC,-33%,3%,1µM*,?,?,2.6µM*,?,2µM*,?,-2%
CC(=O)c1ccc(-n2c(CCC(=O)O)ccc2-c2ccc(C)cc2)cc1,13%,0%,-2%[1.84 µM],-12%,-10%,-3%,-5%,3%,0%,-1%
CCN(CC)S(=O)(=O)c1ccc(NCCCn2ccnc2)c([N+](=O)[O-])c1,20%,?,6%,-1%,-31%,-4%,1%,2%,1%,-5%
Cc1ccc(N2C(S)=C(C#N)C(=O)NC2c2ccco2)cc1 (stereo not drawn),16µM*,0%,2%,-10%,-12%,9%,?,-4%,14%,-3%
NC(=O)c1ccsc1NC(=O)CSc1nc2ccccc2c(=O)n1CCCO,6%,-10%,-2%,-11%[0.365 µM],-6%,17%,1%,-8%,-14%,-5%
COC(=O)[C@@]1(Cc2ccc(OC)cc2)[C@@H]2C(=CC(=O)[C@H]2CC(=O)C(=O)N(C)C)CN1C(=O)c1ccccc1,?,22%,2%,?,-53%,-13%,4%,0%,-17%,?
COc1ccc2cc(C(C)c3nc4ccccc4c(=O)n3N)ccc2c1 (stereo not drawn),9%,2%,2%,-3%,-9%,4%,-11%,-4%,-4%,1%
O=C(CSc1ccc(Cl)cc1)OCc1nnc(-c2ccccc2)o1,12%,-1%,-2%,9%,24%,-3%,1%,-2%,-8%,4%
CCOC(=O)C1(Cc2ccc(Cl)cc2)CCN(C(=O)CCc2cnccn2)CC1,30%,-3%,2%,7%,0%,-7%,-1%,-2%,-1%,-1%
O=C(C1CCN(S(=O)(=O)c2ccccc2)CC1)N1CCOCC1,12%,-5%,-1%,-5%,0%,1%,2%,-1%,2%,nt
O=C(NCc1ccccc1Cl)c1cnccc1C(F)(F)F,10%,-9%,-2%,-3%,-3%,-4%,5%,-3%,-4%,-8%
CC(C)(C)c1ccc(OCCn2ccccc2=O)cc1,33%,-1%,1.1µM*,8%,?,4.6µM*,5.4µM*,1.4µM*,18%,-3%
CCOC(=O)N1CCN(C(=O)COC(=O)c2ccccc2NCCO)CC1,nt,nt,?,nt,34%,5%,-3%,15%,2%,0%
COc1cccc(-c2nnc(SCC(=O)Nc3cc(C)on3)o2)c1,13µM*,7%,?,-19%,55%,?,3%,?,?,-4%
O=[N+]([O-])c1ccc(S(=O)(=O)Nc2nc(-c3ccccc3)cs2)cc1,-2%,12%,0%,-12%,-16%,-3%,-12%,1%,0%,-1%
CC(=O)Nc1ccc(-c2nc3c(C)cccc3[nH]2)cc1,2%,7%,1.6µM*,-22%,?,2.9µM*,2.4µM*,2.5µM*,?,-3%
CCOc1ncccc1C(=O)Nc1ccccc1C(=O)NCc1ccc2c(c1)OCO2,9%,0%,-6%,0%,6%,-11%,9%,-1%,0%,-7%
Cc1ccccc1OCc1ccc(C(=O)N2CCOCC2)o1,-9%,-1%,5%,27%,18%,3%,-1%,-2%,-2%,4%
Cn1c(SCCOc2cccc(Cl)c2)nnc1-c1ccncc1,?,-4%,-4%,-7%,5%,3%,4%,-1%,2%,2%
O=C(COC(=O)CSc1ccc(Br)cc1)NCc1ccco1,nt,nt,2%,nt,-2%,5%,-3%,9%,-2%,2%
Cc1cc(C)c(S(=O)(=O)N(C)CC(=O)NCc2ccncc2)c(C)c1,13%,-15%,-3%,-11%,10%,0%,-1%,0%,-1%,9%
C/C(=N\NC(=O)C(C)Oc1ccc([N+](=O)[O-])cc1)c1ccccn1 (stereo not drawn),1.1µM*,10%,-31%[inhibitor],2.2µM*,-92%,3%,5%,-5%,2%,nt
CCCNC(=O)c1cccc(Br)c1,12%,nt,-4%,6%,-1%,-8%,4%,-1%,0%,-6%
Nc1ccc(N2CCCC2)c(S(=O)(=O)Nc2cccc(C(F)(F)F)c2)c1,nt,nt,nt,nt,-20%,1%,nt,nt,10%,1%
Cc1nnc(N(Cc2ccco2)C(=O)c2cccc(C#N)c2)s1,13µM*,-7%,-2%,1%,0%,0%,-3%,-1%,-11%,-1%
CCn1c(SCC(=O)Nc2ccccc2)nc2nc3c(cc2c1=O)COC(C)(C)C3,-25%,-7%,-3%,2%,-20%,-6%,-4%,-1%,-1%,-3%
O=C(Nc1ccccc1)[C@@H]1CCCN1S(=O)(=O)c1ccc(Cl)cc1,nt,nt,nt,nt,-1%,-2%,nt,nt,-15%,-4%
O=C(c1cc(-c2cccnc2)nc2ccc(Br)cc12)N1CCN(c2ncccn2)CC1,2%[10 µM],9%,3%,-21%,-7%,-10%,21µM*,-1%,2%,-4%
COc1ccc(C[C@@H]2CN3C(=NC[C@@H]3C)N2CCNC(=O)c2ccc(C)c(Br)c2)cc1,-6%,-27%,1%,-2%,-26%,-8%,-1%,0%,-4%,?
CN(C(=O)c1ccccc1-c1ccccc1C(=O)O)c1ccccc1,3%,-4%,3%,-4%,21%,0%,0%,1%,nt,5%
Cc1cccnc1CC(C)NC(=O)c1cc(COc2cncc(Cl)c2)on1 (stereo not drawn),?,-3%,22%,16%,?,0%,?,27%,5%,1%
Cn1nnnc1Sc1ncnc2scc(-c3ccc(Cl)cc3)c12,nt,nt,-3%,nt,-70%,-8%,5%,-3%,-48%[inhibitor],?
O=S(=O)(Cc1ccccc1)Nn1cnnc1,0%,-13%,-1%,-2%[0.365 µM],0%,-1%,-1%,2%,0%,nt
Cc1cc(=O)n2nc(N3CCC(C(=O)N4CCN(c5ccccc5)CC4)CC3)sc2n1,2%,1%,-2%,3%,-10%,-3%,-1%,3%,14%,-1%
N#Cc1ccc(CN2CCN(C(=O)c3ccccc3)CC2)c(Cl)c1,11%,1%,2%,-1%,-13%,-2%,-1%,-4%,-7%,nt

# Complete entries as entered above. Screens in order: RORg inh | MBNL1 CUG block | Rab9 prom act | VP16 counter | BRCA1 expr act | ELG1 genotox | FLuc modulator | NPC1 prom act | p53 reactivation | uPA surface inh
# Listed for `O=S(=O)(Cc1ccccc1)Nn1cnnc1` = 0% | -13% | -1% | -2%[0.365 µM] | 0% | -1% | -1% | 2% | 0% | nt
# Listed for `CN(C(=O)c1ccccc1-c1ccccc1C(=O)O)c1ccccc1` = 3% | -4% | 3% | -4% | 21% | 0% | 0% | 1% | nt | 5%

# Additional compounds.
molecule,RORg inh,MBNL1 CUG block,Rab9 prom act,VP16 counter,BRCA1 expr act,ELG1 genotox,FLuc modulator,NPC1 prom act,p53 reactivation,uPA surface inh
c1ccc(Nc2nc(-c3cccs3)cs2)nc1,?,29%,?,?,2%,?,0.76µM*,?,?,-6%
O=C(Nc1ccc2c(c1)CCC2)c1cccc(S(=O)(=O)Nc2ccccc2Cl)c1,?,-3%,-2%,-4%,-31%,-5%,21µM*,-1%,1%,-1%
CC(C)c1nc(SCC(=O)NCc2ccccc2)n[nH]1,-5%,12%,2%,5%,-1%,0%,6%,1%,2%,0%
CCOC(=O)C1=C(CN2CCN(C(=O)c3ccco3)CC2)NC(=O)NC1c1ccc(OC)cc1 (stereo not drawn),27%,-4%,2%,-8%,-8%,0%,1%,-3%,-10%,9%
Cc1ccc(C(C)C)c(OCC(=O)NNC(=O)Cc2ccc(S(=O)(=O)N3CCOCC3)s2)c1,nt,nt,nt,nt,-17%,5%,nt,nt,-3%,2%
Cn1cccc1C(=O)C(=O)Nc1ccccc1C(F)(F)F,34%,2%,?,-3%,3%,9%,?,13%,?,-3%
CN(CCCOc1ccccc1Br)Cc1ccccc1,13%,0%,-4%,4%[10 µM],1%,-4%,-19%,1%,7%,0%
CCn1c(SCC(=O)Nc2cc(C)on2)nc2sc3c(c2c1=O)CCCC3,?,53%[activator],1%,?,0%,15%,-1%,1%,-6%,-5%
O=C(O)c1ccc2c(c1)C(=O)N(c1cccc3ccccc13)C2=O,4%,?,-7%,-16%,-5%,-2%,-9%,1%,12%,2%
O=C(COc1ccccc1)Nc1ccc(Cl)cc1Cl,1%,-9%,2.2µM*,1%,nt,?,6µM*,?,12%,nt
O=C(Nc1cccc(C(F)(F)F)c1)c1ccc2nc(-c3ccco3)c(-c3ccco3)nc2c1,?,?,-4%,-28%,-36%,-25%,?,0%,-7%,5%
O=C1CCCc2c1nc(-c1ccccc1)n2O,1%,9%,1%,-8%,1%,2%,-1%,-2%,-6%,nt
COc1ccc(NC(=O)Cc2nnc(SCC(=O)Nc3ccccc3)n2C)cc1,-26%,-12%,6%,-9%,40%,2%,17µM*,3%,7%,2%
